Screening results from PubChem.
AddAB inh = growth inhibition of E. coli expressing H. pylori AddAB, primary screen, AddAB inhibitor project, absorbance; inhibition, % at 11.9 µM; hit rate 0.29% among 330,000; in the data active = inhibition above about 12%;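 also: 0% = vehicle wells of infected cells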
SUMO Mot1 rescue = yeast Mot1-301 growth rescue at high temperature, primary screen, SUMOylation pathway inhibitor project, S. cerevisiae, ATP luminescence, 38.5C; S. cerevisiae Mot1-301 growth rescue; percent above DMSO median, 100 means doubled; growth rescue, % at 18.8 µM; hit rate 1% among 320,000;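 active = every valid replicate shows activation above 250% relative to neutral control wells; inactive = the rest, any valid replicate at or below 250%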;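 also: OY570 slx delta 5 strain wells were the positive control but not used for scaling; some compounds called inactive have numbers as strong as hits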
Tat export inh = E. coli Tat export inhibitors, primary screen, MC4100, TorA-mCherry reporter, fluorescence, single point; AID 488895, 2010; inhibition, % at 10 µM; hit rate 0.036% among 340,000;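 active = mean replicate inhibition at least 50% and at least half of replicates individually reaching 50%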;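 also: exported cargo escapes ClpAP degradation while cytoplasmic cargo is degraded and loses fluorescence; 0% = median of neutral control wells and 100% = median of NaSCN control wells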
HTR5A ag = HTR5A agonists in luminescence cell assay, primary screen, counter-screen for OPRM1-OPRD1 heterodimer agonist project, full-deck HTS; 5-hydroxytryptamine receptor 5A (Homo sapiens), P47898; cell-based; activation, % at 9.3 µM; hit rate 0.61% among 340,000; in the data active = activation mostly above about 9.5%, no sharp cut-off; inactive = mostly below about 7.6%;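 also: 0% = cells with vehicle only and 100% = reference agonist; strong numbers were not always called active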
Target sequence (P47898 whole entry, looked up): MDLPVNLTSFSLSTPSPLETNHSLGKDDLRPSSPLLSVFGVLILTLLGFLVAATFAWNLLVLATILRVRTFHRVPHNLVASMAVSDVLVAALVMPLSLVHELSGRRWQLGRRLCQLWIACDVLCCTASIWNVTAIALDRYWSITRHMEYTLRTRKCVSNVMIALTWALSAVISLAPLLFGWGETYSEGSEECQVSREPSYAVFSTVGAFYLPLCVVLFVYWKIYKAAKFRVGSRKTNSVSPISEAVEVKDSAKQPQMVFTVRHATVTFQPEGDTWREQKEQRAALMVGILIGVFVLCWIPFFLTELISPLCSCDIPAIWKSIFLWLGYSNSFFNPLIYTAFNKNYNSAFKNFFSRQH
DAGLB inh = DAGLB lipase inhibitors, primary screen, biochemical, fluorescence, HTS | Diacylglycerol lipase-beta (Homo sapiens), Q8NCG7 | hit rate 0.059% among 340,000 | AID 504411, 2011 | inhibition, % at 5.17 µM | HEK293T DAGLB membrane lysate, EnzChek fluorogenic substrate; in the data active = inhibition above about 34%;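 also: 0% = enzyme with vehicle and 100% = wells lacking enzyme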
Target sequence (Q8NCG7 whole entry, looked up): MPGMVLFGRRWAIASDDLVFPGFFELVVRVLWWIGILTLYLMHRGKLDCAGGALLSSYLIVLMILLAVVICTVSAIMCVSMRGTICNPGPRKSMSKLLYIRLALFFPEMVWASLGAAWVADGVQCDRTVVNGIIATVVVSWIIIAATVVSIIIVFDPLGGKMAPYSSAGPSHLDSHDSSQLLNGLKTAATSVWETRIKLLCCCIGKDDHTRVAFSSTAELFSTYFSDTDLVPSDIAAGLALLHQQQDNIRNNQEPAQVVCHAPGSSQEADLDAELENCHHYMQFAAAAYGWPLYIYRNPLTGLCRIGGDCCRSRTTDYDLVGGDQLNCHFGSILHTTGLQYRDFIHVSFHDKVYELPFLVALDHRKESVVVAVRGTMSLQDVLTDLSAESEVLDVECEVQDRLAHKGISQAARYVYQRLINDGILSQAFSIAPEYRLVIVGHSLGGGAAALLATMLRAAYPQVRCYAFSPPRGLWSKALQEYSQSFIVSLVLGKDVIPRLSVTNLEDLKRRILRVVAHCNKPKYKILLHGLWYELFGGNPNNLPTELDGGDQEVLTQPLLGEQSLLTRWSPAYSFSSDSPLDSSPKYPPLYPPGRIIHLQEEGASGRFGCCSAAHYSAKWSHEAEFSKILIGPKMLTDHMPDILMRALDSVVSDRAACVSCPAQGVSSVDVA
Ecoli viability = E. coli V3065 growth inhibition, primary screen, counter-screen for AddAB inhibitor project, absorbance, OD600. 18 h. inhibition, % at 11.9 µM. hit rate 0.27% among 330,000. AID 449728, 2010;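 active = inhibition above the campaign's mean inhibition across all tested compounds plus 3 SD, cut at about 9.9% in these data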;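 also: uninfected addAB+ strain grown without phage in ampicillin broth; 0% = DMSO wells and 100% = ciprofloxacin 0.95 µg/ml wells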
PKA-R2B activ = activators of PKA-R2B holoenzyme, primary screen, biochemical, fluorescence polarization, Cy5-IP20, human; cAMP-dependent protein kinase catalytic subunit beta (Homo sapiens) + cAMP-dependent …; PKA-R2B holoenzyme dissociation; R2B truncated from residue 108, S112A mutant; 0% DMSO only, 100% 113 µM cGMP; activation, % at 11.4 µM; hit rate 0.079% among 340,000; AID 504700, 2011;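 active = activation above a cutoff set at the mean over all compounds plus 3 SD, cut at about 18% in these data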;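 also: higher means more holoenzyme dissociation and a rise in polarization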
CDK5 inh = inhibitors of human CDK5/p35 kinase, primary screen, biochemical, single concentration | inhibition, % at 10 µM | Cyclin-dependent kinase 5 (Homo sapiens) + Cyclin-dependent kinase 5 activator 1 (Homo … | Recombinant CDK5/p35, ADP-Glo luminescence, 60 min | hit rate 0.01% among 330,000;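 active = highest replicate inhibition of at least 50% and at least 75% of replicates reaching 50%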;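 also: plate controls were DMSO neutral control for no effect and GW8510 at 10 µM for full effect; many of its hits are not listed in these tables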
phage Ecoli inh = growth loss of phage-infected E. coli, primary screen, RecBCD inhibitor project, absorbance, with phage, HTS | inhibition, % at 11.9 µM | hit rate 0.26% among 360,000; in the data active = inhibition above about 11%
PKA-R1A activ = activators of PKA-R1A holoenzyme, primary screen, biochemical, fluorescence polarization, Cy5-IP20, bovine R1A, mouse PKAc; cAMP-dependent protein kinase type I-alpha regulatory subunit (Bos taurus) + …; activation, % at 11.4 µM; AID 504707, 2011; PKA-R1A dissociation; scaled: DMSO 0%, 113 µM cGMP 100%; hit rate 0.083% among 340,000;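 active = percent activation above the mean of all tested compounds plus 3 SD, cut at about 19% in these data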;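 also: higher means more PKAc released from R1A so a rise in polarization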
HTR5A inv ctr = HTR5A inverse agonists in luminescence cell assay, primary screen, counter-screen for OPRM1-OPRD1 heterodimer inverse agonist project, full-deck HTS; hit rate 0.083% among 340,000; 5-hydroxytryptamine receptor 5A (Homo sapiens), P47898; HTR5A cell line, inverse agonism; inhibition, % at 9.3 µM; in the data active = inhibition mostly above about 23%, no sharp cut-off; inactive = mostly below about 18%;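 also: 0% = cells with DMSO and 100% = no-cell wells with DMSO; some compounds called inactive have numbers as strong as hits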
* hit, by the source's call; x = not tested or not shown.

SMILES	AddAB inh	SUMO Mot1 rescue	Tat export inh	HTR5A ag	DAGLB inh	Ecoli viability	PKA-R2B activ	CDK5 inh	phage Ecoli inh	PKA-R1A activ	HTR5A inv ctr
COc1ccccc1/C=C/C=N/n1c(-c2cc(C)[nH]n2)n[nH]c1=S	3.8	19	-11	-2	-1	-2.7	-1	1.7	2.9	-10	6
COc1cccc(CN2CCN(C(=O)c3oc4c(F)cccc4c3C)CC2=O)c1	0.7	23	2	6	-8	-2.8	5	1.6	1.5	-5	-16
CC(=O)N1CCN(c2ccccc2NC(=O)COc2ccc(Br)cc2)CC1	-1.6	1	-3	-2	0	-1.0	-6	-1.1	0.4	-5	-18
CCNC(=O)NC(=O)C(C)OC(=O)c1ccc(SC)cc1OC (stereo unspecified)	-1.5	-1	0	8	0	-1.4	5	0.0	0.7	-1	-19
CCC(C)[C@H](NC(=O)NCCC1=CCCCC1)C(=O)O (stereo partly specified)	-0.7	9	-1	6	0	1.3	2	0.6	-0.1	-8	-18
Cc1ccc(C)c(NC(=O)CSc2nnc(-c3cc(C)[nH]n3)n2N)c1	1.5	206	2	-2	-3	-0.8	3	-0.5	-0.9	-4	5
CCOC(=O)c1[nH]cnc1C(=O)Nc1ccccc1	4.5	-14	2	0	0	2.5	3	0.6	4.3	-7	0
Cc1cc(N)n2nc(C)c(-c3ccc(Cl)cc3)c2n1	0.3	x	-3	-1	4	1.3	4	3.0	1.7	5	4
CC(=O)c1cnc(N(C)C)s1	0.8	2	-6	2	-4	1.9	-5	0.9	3.3	3	-16
Cc1nn(CC(=O)N2CCCCCC2)c(=O)c2cc3occc3n12	0.8	-14	2	2	0	0.8	-8	-0.3	2.2	8	6
O=C(NCCNCc1ccccn1)c1ccco1	3.0	-8	20	1	1	-0.8	-5	-2.4	1.4	-2	7
Cc1c(C(=O)N(C)Cc2ccc(OC(F)F)cc2)oc2ccccc12	2.0	-4	5	3	-17	0.9	-1	-0.7	0.1	-7	-10

The closing 2 entries of the part before are carried over, then new ones follow:
SMILES	AddAB inh	SUMO Mot1 rescue	Tat export inh	HTR5A ag	DAGLB inh	Ecoli viability	PKA-R2B activ	CDK5 inh	phage Ecoli inh	PKA-R1A activ	HTR5A inv ctr
O=C(NCCNCc1ccccn1)c1ccco1	3.0	-8	20	1	1	-0.8	-5	-2.4	1.4	-2	7
Cc1c(C(=O)N(C)Cc2ccc(OC(F)F)cc2)oc2ccccc12	2.0	-4	5	3	-17	0.9	-1	-0.7	0.1	-7	-10
O=C(Nc1cccc(S(=O)(=O)Nc2ccc(Cl)cc2)c1)c1ccc[n+]([O-])c1	2.0	0	22	6	3	-0.4	-9	-9.0	0.4	-10	18
CC(C)(C)NC(=O)CSc1nncn1-c1ccccc1	0.3	-7	-9	4	-4	-0.1	-1	-0.8	1.5	-13	-11
O=C(CSc1n[nH]c(-c2ccncc2)n1)c1cccc([N+](=O)[O-])c1	-1.4	10	4	x	x	-0.9	x	0.8	5.4	x	x
O=C(NCCc1ccc(Cl)cc1)C1CCCN1C(=O)NCc1ccccc1 (stereo unspecified)	3.1	-4	1	-2	-4	1.0	-4	0.0	-0.5	13	9
CCOC(=O)c1sc(=S)n(C)c1NC(=O)c1ccc(OC)cc1	7.4	-11	12	-2	-3	-1.2	-5	0.3	1.1	-10	15
Cc1cnc(NC(=O)CSc2ccc(Cl)cc2)s1	1.0	13	0	2	-1	2.5	-5	0.0	1.6	-2	3
COc1ccc(C(CNC(=O)C2CC(=O)N(Cc3ccccc3)C2)N2CCOCC2)cc1 (stereo unspecified)	2.1	4	-9	12	-3	0.3	10	-1.3	1.2	3	-29
COc1ccc(S(=O)(=O)N/N=C(/C)c2ccc(C)o2)cc1	4.3	17	-4	-1	-4	2.4	-15	2.1	1.0	-4	8
C#CCNc1ccc(C(=O)OCC)cc1	1.8	328	-4	0	-5	1.2	-4	0.3	3.3	-6	0
Cc1ccccc1Nc1nc(N)nc(CN(C)Cc2ccccc2Cl)n1	1.3	-19	-6	-2	0	-5.1	12	0.8	3.5	6	4
CC1C/C(=C/c2cccs2)C(=O)/C(=C/c2cccs2)C1 (stereo unspecified)	0.0	41	1	4	-17	-1.0	-15	0.7	-0.2	-7	-27
COc1ccc(C2C3CCCCC3(O)CCN2C(=O)c2cccs2)cc1 (stereo unspecified)	2.6	71	1	0	1	-0.9	2	0.1	1.8	0	-10
COc1ccccc1CNS(=O)(=O)CCNC1CCCCC1	x	x	-9	-1	-1	x	-10	0.0	4.3	7	4
O=C(O)c1ccc(N2CCN(c3ccc(Cl)cc3)CC2)c([N+](=O)[O-])c1	-0.5	4	-8	-2	8	0.0	-3	-1.5	1.5	-11	6
Cc1cc(OCC(=O)Nc2ccncc2)cc(C)c1Br	-1.5	x	-1	13*	3	-1.6	-9	-1.3	1.9	0	-1
Cc1ccc2[nH]c3c(c2c1)CNCC3	0.6	0	-5	-1	-3	-0.5	-6	1.7	0.4	-2	4
Cc1nonc1OCCNCCNc1ccc([N+](=O)[O-])cc1Cl	1.4	576	2	-2	0	-2.4	-9	0.4	3.7	3	1
COc1ccc(-c2cc(C)no2)cc1S(=O)(=O)Nc1cccc(C)c1	0.6	6	3	0	-5	-3.6	-4	-1.2	0.4	-4	-11
CC(C)(C)OC(=O)C[C@@H]1C/C=C\C[C@H](CC(=O)N(CCO)Cc2ccccc2)C(=O)NC[C@@H](c2ccccc2)OC1=O	0.7	-12	2	-10	-2	0.7	-2	2.0	0.9	-11	36
CCc1cccc(CC)c1N1C(=O)c2cc(N3CCOCC3)c([N+](=O)[O-])cc2C1=O	3.8	59	-1	-2	9	0.5	-19	-0.2	0.4	-14	8
CCOc1ccc(C(=O)NCC(=O)OCC(=O)Nc2ccccc2OC)cc1	0.0	5	-5	0	-3	2.5	-5	-0.6	3.8	0	-2
COCC(=O)c1[nH]c2ccccc2c1C	-0.7	87	-22	-5	1	-0.2	2	-1.0	2.5	9	-18
COC(=O)c1ccc(Cl)c(NC(=O)CN(c2ccccc2)S(=O)(=O)c2ccc(OC)cc2)c1	4.8	-2	1	-2	-5	-2.3	-7	x	2.6	6	34
CCCCC(CCC(=O)Nc1cccc([N+](=O)[O-])c1)C(=O)O (stereo unspecified)	1.2	14	7	5	-2	0.1	-5	-0.6	-2.6	-8	-15
COc1ccc(Cc2nc(C(=O)Nc3ccc(F)cc3)cs2)cc1	2.3	-12	10	1	-7	0.2	0	0.5	4.8	-5	-17
CCc1cccc(OCC(=O)N(C)CC(=O)Nc2cccc(F)c2)c1	1.6	8	-4	1	0	-1.3	3	0.2	4.7	-3	-3
O=C1ON=C(c2ccc([N+](=O)[O-])cc2)/C1=C/c1ccccc1O	x	179	-3	-3	9	x	5	-1.3	2.4	-4	12
CCOC(=O)c1cc2c(ccn2C)n1Cc1ccc(Cl)cc1	1.4	8	6	0	-3	1.9	13	-0.9	1.3	-2	-14
COc1ccc(NC(=O)NCCN2CCN(c3ccc(C)cc3)CC2)c(Cl)c1	2.2	-19	11	0	-1	-1.2	-18	-7.3	-0.8	-9	0
CC(=O)CC(C)(C)S(=O)(=O)c1ccc(NC(C)=O)cc1	1.1	-6	17	1	3	0.8	4	3.6	1.6	-8	11
O=C(NC(=O)c1ccccc1N1CCCCC1)Nc1ccc(Br)cc1	1.1	-1	13	-1	3	0.8	-14	-1.1	1.5	-10	-1
N#C/C(=C(/O)COc1ccc(Br)cc1)c1nnc2n1CCCCC2	2.5	433	0	-2	2	1.7	1	0.6	3.2	4	-7
COc1cccc(NC(=O)CSc2nc3scc(C)c3c(=O)[nH]2)c1	0.6	-10	-14	8	6	-0.1	3	-3.0	-0.7	6	-23
O=C(/C=C/c1ccc[nH]1)c1ccc(F)cc1	-1.0	-15	2	-5	-1	1.1	-7	-0.1	3.6	5	13
CCOC(=O)c1cccc(NC(=O)c2ccc(F)cc2F)c1	0.8	2	-6	0	-5	-1.2	1	1.4	4.5	2	-18
COc1ccc(NC(=S)NCCCN2CCCC2=O)c(OC)c1	4.0	3	-8	5	-1	-0.1	5	1.8	2.0	-3	-13
CCOC(=O)Cn1cc(/C=N/NC(=O)c2cc3ccccc3o2)c2ccccc21	2.4	0	20	2	2	-2.2	-4	-0.7	0.4	-1	-27
CCCCNc1cnn(-c2ccccc2)c(=O)c1Cl	2.1	224	1	1	-1	4.1	-11	0.0	4.4	-10	-17
CCOC(=O)C1Nc2c(cc(C(F)(F)F)cc2[N+](=O)[O-])C2c3ccccc3CC12 (stereo unspecified)	1.5	-22	-3	0	-6	-1.4	-2	1.3	4.7	1	-10
Cc1ccc(Cc2nnc(SCC(=O)Nc3ccccc3Cl)[nH]c2=O)cc1	5.2	-12	1	-4	8	-0.2	-7	0.7	2.6	5	11
COc1ccc(NS(=O)(=O)c2cccc(C(=O)NCc3cccnc3)c2)cc1	-3.4	-1	3	7	-3	-1.6	11	-2.9	0.8	2	-16
CCCCOC(=O)c1ccc(NS(=O)(=O)c2cc(-c3nnnn3CC)ccc2OC)cc1	-2.9	41	4	-1	3	-1.9	-16	-0.1	1.7	-9	2
O=C(Nc1ccc(S(=O)(=O)N2CCCCC2)cc1)c1cnccn1	-3.2	-1	-1	0	3	-0.5	10	0.1	0.6	0	-1
CN(C)c1ccc(/C=N/N=C2/SC(CC(=O)O)C(=O)N2c2ccc(O)cc2)cc1 (stereo unspecified)	-0.8	-4	-1	-3	0	-0.4	8	2.4	2.5	-2	5
CCOc1nc(C)ccc1-c1noc(-c2cccnc2)n1	1.5	-23	12	-1	-3	2.1	-8	-0.2	0.9	-2	2
CC(=O)Nc1cccc(/C(C)=N/NC(=O)c2ccc3c(c2)OCO3)c1	3.4	-16	1	0	1	-0.6	-3	-0.9	4.7	3	0
Cc1cc(-c2nn(-c3ccccc3F)cc2CN2CCCC(CO)C2)c(C)s1 (stereo unspecified)	-1.6	182	1	1	-1	-0.6	-8	-2.9	4.0	-9	-8
O=C(CN1C(=O)CSC1=O)N1CCc2ccccc2C1	1.2	x	-7	1	-3	-1.9	3	-2.2	1.9	-9	-8
COc1ccc([N+](=O)[O-])cc1NC(=O)C(C)c1ccccc1 (stereo unspecified)	0.3	5	-9	-1	-8	2.4	-3	-0.4	1.8	-2	-36
CCC(C)n1c(SCC(=O)N(CC)c2c(N)n(Cc3ccccc3)c(=O)[nH]c2=O)nc2ccccc2c1=O (stereo unspecified)	x	x	2	-1	0	x	5	0.0	6.1	-13	2
